Bioassay records as filed in PubChem BioAssay.
IDH1 mut inh: IDH1 R132H (human) inhibition. actives 0.18% (n = 70,000). inhibition, % at 10 µM. IDH1 R132H reductase, diaphorase/resazurin fluorescence, 60 min; in the data active means inhibition above about 34%;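 further: 0% = DMSO and 100% = no enzyme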
Target sequence (O75874 whole entry R132H): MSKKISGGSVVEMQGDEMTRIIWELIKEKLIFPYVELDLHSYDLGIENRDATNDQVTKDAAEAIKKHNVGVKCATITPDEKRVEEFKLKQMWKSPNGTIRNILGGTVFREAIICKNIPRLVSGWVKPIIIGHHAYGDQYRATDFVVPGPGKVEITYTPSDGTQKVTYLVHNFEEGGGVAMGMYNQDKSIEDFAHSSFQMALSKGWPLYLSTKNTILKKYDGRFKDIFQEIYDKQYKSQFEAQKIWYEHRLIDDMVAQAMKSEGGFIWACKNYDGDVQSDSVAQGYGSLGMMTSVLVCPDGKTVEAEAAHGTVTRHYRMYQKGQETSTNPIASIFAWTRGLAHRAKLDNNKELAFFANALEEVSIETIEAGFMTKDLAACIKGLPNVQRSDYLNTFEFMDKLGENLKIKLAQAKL
EZH2 inh: blocks human EZH2/PRC2 H3K27 methylation. DELFIA TRF, 1 h. inhibition, % at 12.5 µM. actives 0.35% (n = 57,000);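 active means mean inhibition of replicates at least 50% and every single replicate also reaching 50%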;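 further: dimethyl H3K27 on biotinylated H3 21-44 peptide detected by antibody; plate controls were median neutral control wells for no effect and median positive control wells for full effect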
* = called active by the depositor; / = not tested or not shown. Not all compounds are listed; rates above refer to the full screens.

Results follow in this order: IDH1 mut inh	EZH2 inh
CO[C@H]1CN(C)C(=O)c2ccc(NC(=O)c3ccc(F)cc3)cc2OC[C@H](C)N(C(=O)c2ccc(F)cc2)C[C@H]1C
    -1.0	1.1
C[C@H](CO)N1C[C@H](C)[C@@H](CN(C)C(=O)NC2CCCCC2)Oc2ncc(/C=C/c3ccccc3)cc2C1=O
    0.3	-8.9
COc1ccc(N(CC(=O)Nc2cc(C)ccc2OC)S(C)(=O)=O)cc1Cl
    0.2	-8.0
O=C(C[C@@H]1C=C[C@H](NC(=O)Nc2ccc(C(F)(F)F)cc2)[C@H](CO)O1)NCCN1CCCC1
    -0.1	-18.8
Cc1noc(C)c1NC(=O)N(C)C[C@@H]1Oc2cc(C#CCC3CCCC3)ccc2S(=O)(=O)N([C@@H](C)CO)C[C@@H]1C
    /	-15.5
Cc1nnc(SCC(=O)Nc2ccccc2C(F)(F)F)n1-c1ccc(Cl)cc1
    0.0	7.2
O=C(CCCCCCC(=O)Nc1ccccc1O)N/N=C/c1ccc([N+](=O)[O-])c(O)c1
    -0.1	6.1
Cc1noc(C)c1NC(=O)Nc1cccc2c1O[C@@H](CN(C)Cc1ccc(C(=O)O)cc1)[C@@H](C)CN([C@H](C)CO)C2=O
    1.3	/
C[C@@H]1CN([C@@H](C)CO)S(=O)(=O)c2ccc(C#C[C@@H](C)O)cc2O[C@H]1CN(C)C(=O)Nc1ccccc1
    2.3	/
CCC(=O)Nc1ccc2c(c1)OC[C@H](C)N(C(=O)CN1CCOCC1)C[C@H](C)[C@H](OC)CN(C)C2=O
    -0.5	1.0
C[C@@H]1CN([C@H](C)CO)C(=O)c2cc(NS(=O)(=O)c3ccc(F)cc3)ccc2O[C@@H]1CN(C)C(=O)NC1CCCCC1
    0.0	2.2
CO[C@@H]1CN(C)C(=O)c2cc(NC(=O)C3CCCC3)ccc2OC[C@H](C)NC[C@@H]1C
    0.4	12.8
CC1CCc2c(sc3ncnc(NCc4ccco4)c23)C1 (centres undefined)
    0.0	27.7
O=C(CCCCCCC(=O)Nc1ccccc1O)N/N=C/c1cc(O)ccc1Br
    -0.4	6.3
COc1ccc(S(=O)(=O)Nc2ccc3c(c2)C(=O)N([C@@H](C)CO)C[C@H](C)[C@H](CN(C)S(=O)(=O)c2cn(C)cn2)O3)cc1
    -2.6	/
C[C@H](CO)N1C[C@H](C)[C@H](CN(C)S(=O)(=O)c2ccc(F)cc2)Oc2ccc(NC(=O)C3CC3)cc2CC1=O
    -0.4	/
O=C(C[C@@H]1CC[C@H](NC(=O)c2ccc3c(c2)OCO3)[C@@H](CO)O1)NCc1ccc(Cl)cc1
    0.3	-2.7
CCCNC(=O)N(C)C[C@@H]1Oc2ncc(-c3ccccc3F)cc2C(=O)N([C@@H](C)CO)C[C@@H]1C
    -3.5	-1.9
Cc1ccc(S(=O)(=O)Nc2ccc3c(c2)C(=O)N([C@H](C)CO)C[C@@H](C)[C@H](CN(C)Cc2ccncc2)OCCCC[C@@H](C)O3)cc1
    12.0	/
CCC(=O)N(C)C[C@H]1Oc2ncc(C#CC(C)(C)O)cc2C(=O)N([C@H](C)CO)C[C@H]1C
    -1.9	-1.9

Results follow in this order: IDH1 mut inh	EZH2 inh
CO[C@H]1CC[C@H]2CCOc3c(C#N)cccc3C(=O)N(C)C[C@@H](c3ccccc3)CC(=O)N(C)C[C@@H]1O2
    -0.3	-2.7
C[C@H]1CN([C@@H](C)CO)C(=O)Cc2cc(NC(=O)Nc3ccccc3)ccc2O[C@H]1CN(C)Cc1ccncc1
    1.1	-7.3
COc1ccc(CN(C)C[C@@H]2OCCCC[C@@H](C)Oc3ccc(NC(=O)c4ccccc4)cc3C(=O)N([C@H](C)CO)C[C@@H]2C)cc1
    -0.3	/
N#Cc1c(NC(=O)CSc2ncn(-c3ccccc3)n2)sc2c1CCCC2
    0.5	32.9
Cc1noc(C)c1S(=O)(=O)Nc1ccc2c(c1)C(=O)N([C@@H](C)CO)C[C@H](C)[C@@H](CN(C)Cc1ccccc1)OCCCC[C@@H](C)O2
    -10.9	/
C[C@H](CO)N1C[C@H](C)[C@H](CN(C)C(=O)Nc2ccc3c(c2)OCO3)Oc2ccc(NS(=O)(=O)c3cn(C)cn3)cc2C1=O
    2.4	/
Cc1ccc(OCC(=O)Nc2cc(C(F)(F)F)ccc2N2CCOCC2)c(C)c1
    -0.7	29.1
COc1ccc(NC(=O)N(C)C[C@H]2Oc3c(NC(=O)c4ccncc4)cccc3C(=O)N([C@H](C)CO)C[C@H]2C)cc1
    -0.1	-4.9
CCC(=O)N[C@H]1C=C[C@@H](CC(=O)NCCN2CCCCC2)O[C@@H]1CO
    0.1	7.0
C[C@H](CO)N1C[C@H](C)[C@H](CN(C)C(=O)NC2CCCCC2)Oc2ccc(N(C)C)cc2C1=O
    0.2	0.7
C/C=C/c1ccc2c(c1)O[C@@H](CN(C)C(=O)CN1CCOCC1)[C@@H](C)CN([C@@H](C)CO)S2(=O)=O
    -2.0	2.0
C[C@@H]1CN([C@@H](C)CO)C(=O)c2cc(C3=CCCCC3)cnc2O[C@@H]1CN(C)Cc1ccccn1
    -2.5	6.2
C[C@@H]1CN([C@@H](C)CO)C(=O)Cc2cc(NC(=O)Nc3cccc4ccccc34)ccc2O[C@@H]1CN(C)Cc1ccc2c(c1)OCO2
    1.1	-1.1
COc1ccccc1NC(=O)N[C@H]1CC[C@H](CCn2cc(C3(O)CCCC3)nn2)O[C@H]1CO
    0.3	13.1
CCS(=O)(=O)Nc1ccc2c(c1)C(=O)N(C)C[C@H](OC)[C@H](C)CN(Cc1ccccn1)[C@@H](C)CO2
    0.3	2.1
CC(=O)N(C)C[C@H]1Oc2ncc(Br)cc2C(=O)N([C@H](C)CO)C[C@@H]1C
    -0.2	-1.0
O=C(CCCCCCC(=O)Nc1ccccc1O)N/N=C/[C@H](O)[C@@H](O)[C@H](O)CO
    /	6.5
O=C(C[C@H]1CC[C@@H](NS(=O)(=O)c2ccc(F)cc2)[C@@H](CO)O1)N1CCc2ccccc2C1
    -0.2	-12.1
C[C@H](CO)N1C[C@H](C)[C@H](CN(C)Cc2ccccn2)Oc2ncc(C#Cc3cccc(F)c3)cc2C1=O
    0.4	/
O=C(CSc1nc2ccccc2[nH]1)Nc1ccccc1-c1ccccc1
    -0.4	-16.1

Results follow in this order: IDH1 mut inh	EZH2 inh
C[C@@H]1CCCCO[C@H](CN(C)Cc2ccccc2)[C@H](C)CN([C@H](C)CO)C(=O)c2cc(NC(=O)c3ccccc3)ccc2O1
    -1.5	/
O=C(C[C@@H]1CC[C@H](NC(=O)Cc2ccccn2)[C@H](CO)O1)NCCCN1CCOCC1
    0.3	-1.7
Cc1noc(C)c1S(=O)(=O)Nc1ccc2c(c1)C(=O)N([C@H](C)CO)C[C@H](C)[C@H](CN(C)S(=O)(=O)c1ccc(F)cc1)OCCCC[C@H](C)O2
    1.5	/
O=C(C[C@H]1CC[C@H](NC(=O)C2CCOCC2)[C@@H](CO)O1)Nc1nccs1
    -0.1	7.5
COc1cc(NC(=O)COc2ccc(C(C)(C)C)cc2Br)c(OC)cc1Cl
    0.2	-2.3
C[C@H](CO)N1C[C@H](C)[C@@H](CN(C)Cc2ccccc2)Oc2ccc(NC(=O)CCN3CCOCC3)cc2C1=O
    3.0	0.0
O=C1CCC(=O)N1Nc1nc2ccccc2c2nc(-c3ccccc3)nn12
    -1.5	-3.4
COc1ccc(NC(=O)Nc2ccc3c(c2)CC(=O)N([C@@H](C)CO)C[C@@H](C)[C@H](CN(C)C(=O)Nc2ccc4c(c2)OCO4)O3)cc1
    -2.9	/
C[C@@H]1CN([C@@H](C)CO)C(=O)Cc2cc(NC(=O)CCCCCC(=O)Nc3ccccc3N)ccc2O[C@H]1CN(C)S(=O)(=O)c1cccs1
    -1.2	/
COc1cc2c(cc1NC(=S)NCCc1ccc(OC)c(OC)c1)oc1ccccc12
    0.4	5.5
C[C@H](CO)N1C[C@H](C)[C@H](CN(C)Cc2cncnc2)Oc2cc(/C=C/c3ccccc3)ccc2S1(=O)=O
    -0.1	/
CCC(=O)N[C@@H]1CC[C@@H](CCNC(=O)Nc2ccc(C(F)(F)F)cc2)O[C@@H]1CO
    0.1	-14.9
CC(C)CC#Cc1ccc2c(c1)O[C@H](CN(C)C(=O)c1ccccc1F)[C@H](C)CN([C@H](C)CO)S2(=O)=O
    0.5	/
C[C@@H]1CCCCO[C@@H](CN(C)C(=O)CCCN(C)C)[C@H](C)CN([C@@H](C)CO)C(=O)c2cc(N(C)C)ccc2O1
    -0.7	-3.7
CC(=O)c1ccc(-n2c(CCC(=O)O)ccc2-c2ccc(F)cc2)cc1
    0.7	-16.2
C[C@@H]1CCCCO[C@H](CN(C)C(=O)Nc2ccc3c(c2)OCO3)[C@H](C)CN([C@H](C)CO)C(=O)c2cc(NS(=O)(=O)c3cn(C)cn3)ccc2O1
    -0.9	/
C=CC[C@H](OC(=O)Nc1ccc(SC)cc1)c1ccc(OCCO)cc1
    /	4.2
O=C1CC(C(=O)Nc2cccc(C(=O)O)c2)C(c2ccccc2)O1 (centres undefined)
    1.0	22.6
O=C(C[C@@H]1C[C@H]2c3cc(NS(=O)(=O)c4ccccc4)ccc3O[C@H]2[C@@H](CO)O1)NC1CCCC1
    -0.2	-4.9
C[C@H](CO)N1C[C@H](C)[C@H](CN(C)C(=O)NC2CCCCC2)Oc2ccc(NC(=O)Nc3ccc(F)cc3)cc2C1=O
    1.1	-5.4

Taken from the entries so far (2 entries):
Results follow in this order: IDH1 mut inh	EZH2 inh
C[C@@H]1CCCCO[C@H](CN(C)Cc2ccccc2)[C@H](C)CN([C@H](C)CO)C(=O)c2cc(NC(=O)c3ccccc3)ccc2O1
    -1.5	/
O=C(C[C@@H]1CC[C@H](NC(=O)Cc2ccccn2)[C@H](CO)O1)NCCCN1CCOCC1
    0.3	-1.7

(listing goes on)
Results follow in this order: IDH1 mut inh	EZH2 inh
C[C@@H]1CN([C@H](C)CO)C(=O)c2cc(C#CCN(C)C)cnc2O[C@H]1CN(C)Cc1ccc(F)cc1
    -0.2	/
COc1ccccc1C#Cc1cnc2c(c1)C(=O)N([C@H](C)CO)C[C@H](C)[C@H](CN(C)C(C)=O)O2
    -4.5	/
C[C@@H]1CCCCO[C@H](CN(C)C)[C@H](C)CN([C@@H](C)CO)C(=O)c2cc(NC(=O)c3ccccc3)ccc2O1
    -0.5	-4.4
COC(=O)c1cc(O)cc(OC)c1Oc1cc(C)cc(O)c1C(=O)O
    -0.5	/
C[C@@H]1CN([C@H](C)CO)C(=O)Cc2cc(NC(=O)NC3CCCCC3)ccc2O[C@@H]1CN(C)S(=O)(=O)c1cn(C)cn1
    -0.4	/
C[C@@H]1CN([C@H](C)CO)S(=O)(=O)c2ccc(C#C[C@@H](C)O)cc2O[C@@H]1CN(C)C(=O)Cc1ccccn1
    /	-27.5
C[C@H](CO)N1C[C@H](C)[C@@H](CN(C)Cc2ccc(Cl)c(Cl)c2)Oc2ccc(NC(=O)Cc3cn(C)c4ccccc34)cc2C1=O
    3.2	/
O=C(Nc1ccccc1)Nc1ccc2c(c1)[C@H]1C[C@H](CC(=O)N3CCCCC3)O[C@H](CO)[C@H]1O2
    1.3	-1.8
C[C@@H]1CN([C@H](C)CO)C(=O)c2cc(NC(=O)NC3CCCCC3)ccc2O[C@@H]1CN(C)Cc1ccccc1
    0.2	-6.9
Clc1ccc(COc2ccccc2CNc2ncn[nH]2)c(Cl)c1
    -0.7	-5.8
O=C(NCC[C@H]1CC[C@H](NC(=O)C2CC2)[C@@H](CO)O1)Nc1ccc(Cl)cc1
    0.0	1.9

Of the compounds above, these contain an aryl methoxy group:
Results follow in this order: IDH1 mut inh	EZH2 inh
COc1ccc(N(CC(=O)Nc2cc(C)ccc2OC)S(C)(=O)=O)cc1Cl
    0.2	-8.0
COc1ccc(S(=O)(=O)Nc2ccc3c(c2)C(=O)N([C@@H](C)CO)C[C@H](C)[C@H](CN(C)S(=O)(=O)c2cn(C)cn2)O3)cc1
    -2.6	/
COc1ccc(CN(C)C[C@@H]2OCCCC[C@@H](C)Oc3ccc(NC(=O)c4ccccc4)cc3C(=O)N([C@H](C)CO)C[C@@H]2C)cc1
    -0.3	/
COc1ccc(NC(=O)N(C)C[C@H]2Oc3c(NC(=O)c4ccncc4)cccc3C(=O)N([C@H](C)CO)C[C@H]2C)cc1
    -0.1	-4.9
COc1ccccc1NC(=O)N[C@H]1CC[C@H](CCn2cc(C3(O)CCCC3)nn2)O[C@H]1CO
    0.3	13.1
COc1cc(NC(=O)COc2ccc(C(C)(C)C)cc2Br)c(OC)cc1Cl
    0.2	-2.3
COc1ccc(NC(=O)Nc2ccc3c(c2)CC(=O)N([C@@H](C)CO)C[C@@H](C)[C@H](CN(C)C(=O)Nc2ccc4c(c2)OCO4)O3)cc1
    -2.9	/
COc1cc2c(cc1NC(=S)NCCc1ccc(OC)c(OC)c1)oc1ccccc12
    0.4	5.5
COc1ccccc1C#Cc1cnc2c(c1)C(=O)N([C@H](C)CO)C[C@H](C)[C@H](CN(C)C(C)=O)O2
    -4.5	/
COC(=O)c1cc(O)cc(OC)c1Oc1cc(C)cc(O)c1C(=O)O
    -0.5	/
